B2AR arrestin = beta2AR (human) beta-arrestin recruitment activity; P07550; beta-arrestin recruitment to beta2AR, cell-based reporter; Potency, µM (highest dose often 46.1 µM), inactives show at the top dose activation, usual class: activators; actives 0.02% (n = 330,000); AID 492947;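 also: potency is read from the fitted curve at half-maximal effect; 0% = DMSO controls and full agonism = EC100 isoproterenol or metaproterenol; nearly all actives have a fitted effect of over 65% in size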
Target sequence (P07550 whole entry, looked up): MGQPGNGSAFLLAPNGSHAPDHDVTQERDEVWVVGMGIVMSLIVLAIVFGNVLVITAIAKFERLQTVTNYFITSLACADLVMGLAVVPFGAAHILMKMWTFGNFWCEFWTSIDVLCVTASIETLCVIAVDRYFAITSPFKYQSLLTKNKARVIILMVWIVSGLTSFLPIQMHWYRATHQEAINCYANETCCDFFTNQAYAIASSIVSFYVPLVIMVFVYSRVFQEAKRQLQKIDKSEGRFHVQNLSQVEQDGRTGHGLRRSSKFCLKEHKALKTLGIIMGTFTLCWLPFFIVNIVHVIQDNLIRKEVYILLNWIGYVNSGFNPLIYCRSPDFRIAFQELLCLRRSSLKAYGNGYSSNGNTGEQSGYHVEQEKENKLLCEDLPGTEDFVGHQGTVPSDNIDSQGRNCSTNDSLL
a7 integrin act = integrin-mediated muscular dystrophy alleviation activation; alpha7betagal myoblasts, beta-gal FDG fluorescence, 48 h; actives 0.064% (n = 350,000); AID 624291; Potency, µM (doses to about 38.3 µM), for inactives: at the top dose activation, most hits filed as activators;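 also: potency is read from the fitted curve at half-maximal effect; 100% = response of the positive control SU9516; nearly all actives have a fitted effect of over 60% in size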
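Alpha7betagal+/- myoblasts (passage 13) were plated 16-24 hr, then exposed to compounds (1:260 dilution of DMSO stock) for 48 hours at 37C. After MPER lysis, β-galactosidase reporter activity was read as FDG fluorescence (ex 480/em 540) after 30 minutes.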
BRCA1 expr act = activators of BRCA1 expression; Potency, µM (top dose mostly 46.1 µM), for inactives: top-dose activation, usual class: activators; actives 1.1% (n = 380,000); MCF7-BRCA1-FFLuc reporter, luminescence, 48 h; response scale: scaled: vehicle 0%, 10 µM genistein 100%; also: potency is read from the fitted curve at half-maximal effect; nearly all actives have a fitted effect of over 80% in size; some results filed as inactive show a strong effect at the top dose
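Luminescence from a BRCA1-driven firefly luciferase in MCF7 cells was read after 48 h compound exposure at 37 C. Data normalized against DMSO and a 10microM genistein activation control, then curve-fitted across the titration.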
p53 reactivation = mutant p53 re-activation in reporter cells | actives 0.063% (n = 320,000) | H1299 p53-A138V BP100-luciferase reporter, luminescence, 24 h | Potency, µM (top dose mostly 92.2 µM), without a hit: at the top dose activity change, positive = activation, most hits filed as activators; also: potency is read from the fitted curve at half-maximal effect; % of control where 0% means no effect; nearly all actives have a fitted effect of over 45% in size
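H1299 (p53-null), stable ts p53-A138V + BP100-Luc; 1000 cells/well, Opti-MEM/10% FBS; cpd 4 pt, 1:5; 24 h, 37 deg C, 5% CO2; detection reagent 10 min RT; luminescence.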
uPA surface inh = inhibitors of cell surface uPA generation; cell surface uPA generation assay, qHTS; Potency, µM (series often up to 38.3 µM), inactives show top-dose activity change, negative = inhibition, usual class: inhibitors; actives 0.31% (n = 330,000); AID 540303; active = well fitted inhibition curve with a large enough effect; inconclusive = small, poorly fitted or top-dose-only effect; inactive = no such curve, though single readings can be large or run the other way; tested in mouse RAW 264.7 cells; also: potency is read from the fitted curve at half-maximal effect; % is scaled to controls: 0 for no effect and ±100 for the full control effect; nearly all actives have a fitted effect of over 55% in size
USP2a block = USP2a (human) protease inhibition; AID 463254; Potency, µM (highest dose often 38.3 µM), inactives show at the top dose activity change, negative = inhibition, hits mostly inhibitors; O75604; actives 0.01% (n = 330,000); USP2 core, Ub-CHOP2 coupled fluorogenic reporter, 485/531;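 also: potency is read from the fitted curve at half-maximal effect; plate controls were DMSO wells for no effect and full inhibition by NEM control for full effect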
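USP2 core (10nM final) preincubated 30min RT with compound in 20mM Tris-HCl pH 8.0, 2mM CaCl2, 2mM beta-mercaptoethanol, 0.05% CHAPS; 25nM Ub-CHOP2 plus 25nM reporter substrate added, fluorescence (Ex485/Em531) read after 60min.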
S-ASM inh = inhibitors of human secretory acid sphingomyelinase | placental ASM, HMU-PC fluorogenic substrate, 60 min | Potency, µM (top dose mostly 57.5 µM), for inactives: top-dose activity change, negative = inhibition, hits mostly inhibitors | P17405 | AID 504937 | actives 0.006% (n = 340,000); also: potency is read from the fitted curve at half-maximal effect
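qHTS format. ASM enzyme prepared from human placenta hydrolyses the fluorogenic substrate HMU-PC0 (9 uM final) over 60 min at 37 °C after a 10 min compound preincubation.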
ELG1 genotox = induces genotoxicity in HEK293T cells with luciferase-tagged ELG1; HEK293T ELG1-luciferase reporter, luminescence, 16 h; Potency, µM (doses to about 46 µM), for inactives: top-dose activity change, positive = activation, most hits filed as activators; actives 1.3% (n = 330,000); AID 504466; also: potency is read from the fitted curve at half-maximal effect; % of control where 0% means no effect; nearly all actives have a fitted effect of over 60% in size
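Quantitative HTS format in 1536-well plates. HEK293T ELG1-luciferase reporter cells receive test compound and are incubated 16 hr at 37 °C, 5% CO2; ONE-Glo added, 30 min room temperature, then luminescence read.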
TRPV1 ag = activates the human vanilloid receptor TRPV1. Q8NER1. TRPV1-expressing cells, Fluo-8 calcium influx, agonist mode. activation, % at 8.33 µM. actives 0.19% (n = 320,000); in the data active = activation above about 80%; inconclusive = between about 30% and that limit; also: 0% is about no effect
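TRPV1-expressing cells were cultured overnight at 35.5C and loaded with Fluo-8 calcium dye for 40 to 90 min at room temperature. After a 10 s baseline, compound was added and calcium influx was read kinetically for 3 min (ex 480/em 520 nm).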
PTAP TSG101 blk = blocks PTAP/TSG101 interaction to inhibit HIV-1 budding; Q99816; Fluorescence polarization, FITC-PTAP peptide / Tsg101 binding; Potency, µM (highest dose often 115 µM), inactives show top-dose activity change, negative = inhibition, actives largely listed as inhibitors; 340,000 tested, under 10 active; active = well fitted inhibition curve with a large enough effect in the main read-out, with a control signal flat, not every such curve was filed as active; inconclusive = small, poorly fitted or top-dose-only effect, or effect the other way, or a change in a side signal; inactive = no such curve, though single readings can be large or run the other way; also: potency is read from the fitted curve at half-maximal effect; % of control where 0% means no effect
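Fluorescence polarization binding of Tsg101 binding domain (10 uM final) to FITC-labeled PTAP peptide (50 nM final) in HEPES pH 7.5 buffer with NaCl, Tween 20, EDTA, TCEP. Compounds added before peptide; binding 20 min at RT.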
Eya2 phos inh = blocks the phosphatase activity of human Eya2. O00167. recombinant Eya2, OMFP fluorescence dephosphorylation (OMFP is methylfluorescein phosphate). Potency, µM (doses to about 76.9 µM), inactives show at the top dose activity, negative = inhibition, actives largely listed as inhibitors. actives 0.006% (n = 330,000). AID 488837; also: potency is read from the fitted curve at half-maximal effect; % is scaled to controls: 0 for no effect and ±100 for the full control effect
Target sequence (O00167 whole entry, looked up): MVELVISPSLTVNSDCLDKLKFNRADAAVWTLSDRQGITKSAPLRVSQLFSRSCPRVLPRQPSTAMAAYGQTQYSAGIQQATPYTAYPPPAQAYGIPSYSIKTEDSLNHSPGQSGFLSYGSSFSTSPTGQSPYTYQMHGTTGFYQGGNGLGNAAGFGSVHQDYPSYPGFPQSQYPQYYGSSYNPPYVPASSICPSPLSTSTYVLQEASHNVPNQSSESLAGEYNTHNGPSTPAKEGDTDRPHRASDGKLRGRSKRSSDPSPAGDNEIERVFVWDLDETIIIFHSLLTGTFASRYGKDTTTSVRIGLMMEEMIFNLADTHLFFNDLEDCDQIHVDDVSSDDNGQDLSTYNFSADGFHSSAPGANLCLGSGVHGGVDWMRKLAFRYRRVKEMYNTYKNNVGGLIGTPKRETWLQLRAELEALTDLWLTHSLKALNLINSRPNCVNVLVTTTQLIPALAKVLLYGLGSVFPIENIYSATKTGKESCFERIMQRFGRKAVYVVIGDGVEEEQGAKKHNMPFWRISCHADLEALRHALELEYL
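Eya2 (0.2 uM) preincubated 10 min at ambient with compound, then OMFP substrate added at 50 uM; 10 min reaction in 50 mM HEPES pH 7.5, 50 mM NaCl, 5 uM MgCl2, 0.05% BSA, 1 mM DTT. Fluorescence read at Ex 485/Em 525 nm.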
* hit, by the source's call; u = inconclusive; x = no result given; [ ] = remark or other dose. Unless noted, calls follow the shape of the dose curve; as a rule, active = well fitted curve in the direction sought with a large enough effect; inconclusive = small, poorly fitted or top-dose-only effect, or another doubt; inactive = no such curve, though single readings can be large; an effect the other way counts as inactive or inconclusive.

molecule	B2AR arrestin	a7 integrin act	BRCA1 expr act	p53 reactivation	uPA surface inh	USP2a block	S-ASM inh	ELG1 genotox	TRPV1 ag	PTAP TSG101 blk	Eya2 phos inh
CC(=O)c1c(C)[nH]c(C(=O)N2CCN(C(=O)c3ccco3)CC2)c1C	-0.2%	16%	-7%	8%	-7%	2%	0%	4%	1	-3%	-6%
O=C(COC(=O)CCN1C(=O)C2CC=CCC2C1=O)Nc1ccc(Cl)cc1F (centres undefined)	0.2%	-19%	7%	2%	8%	3%	2%	0%	1	-1%	-1%
COc1ccc(-c2cn(CCCOCc3ccccc3)nn2)cc1	-0.2%	4%	5%	x	-1%	0%	2%	0%	13	x	-2%
CCCC(C)NC(=O)c1cc(C(=O)OC)cc([N+](=O)[O-])c1 (centres undefined)	-2.7%	-1%	-14%	1%	6%	0%	2%	1%	3	-4%	0%
CCCCCCNC(=O)c1cccc(-c2ccc(C)c3ccccc23)n1	-0.1%	-3%	0%	9%	-7%	2%	-9%	3%	-10	3%	-1%
O=c1c2sccc2nc(SCc2ccc([N+](=O)[O-])cc2)n1Cc1ccccn1	3.8%	9%	89%	-1%	-7%	-1%	-3%	0%	1	-10%	4%
COc1ccc(CC(=O)Nc2cccc(-c3nnc(-c4cccc(C)c4)o3)c2)cc1OC	-0.1%	-39%	0%	-15%	1%	2%	-3%	-41%[inhibitor]	u	1%	-32%
O=C(NCCOc1ccccc1F)Nc1ccc(Br)cc1	-0.2%	18%	105%	9%	-5%	2%	-7%	18%	u	-1%	-1%
O=C(NCC1CCCO1)Nc1cc(Cl)cc(Cl)c1 (centres undefined)	0.1%	2%	3%	2%	10%	0%	-6%	6%	6	-1%	2%
Cc1cccc2cc(=O)[nH]c(C)c12	-0.5%	10%	2%	2%	0%	1%	3%	-1%	-3	-5%	8%
O=C(COC(=O)Cc1cccc(F)c1)NCCc1ccccc1	0.4%	2%	15%	-1%	3%	1%	1%	4%	u	-2%	6%
Brc1cc(-c2ccccc2)nc(-c2ccccc2)n1	x	1%	-58%	x	4%	x	-2%	x	x	-4%	x
CCCN(Cc1nnc(-c2ccccc2Cl)o1)C(=O)c1ccc(C)c(S(=O)(=O)N2CCOCC2)c1	0.6%	-8%	38%	4%	-2%	-5%	x	-8%	10	-3%	-20%
COc1ccccc1NC(=O)N(Cc1ccc2c(c1)OCO2)Cc1nc2ccccc2c(=O)[nH]1	0.2%	-7%	-4%	1%	-3%	0%	-4%	7%	18	-5%	6%
O=C(Cn1c(=O)oc2ccccc21)NCc1ccco1	-0.4%	9%	-5%	5%	3%	2%	2%	0%	-3	4%	4%
CCOC(=O)C1(CCCc2ccccc2)CCN(C(=O)C2CCCO2)CC1 (centres undefined)	-0.3%	-31%	0%	-2%	-5%	-3%	-1%	-10%	u	-6%	-8%
Cc1ccc(SCc2nc(-c3cccnc3)no2)cc1	0.2%	-6%	65%	15%	3%	2%	-2%	1%	14	-5%	8%
CNC(=S)N/N=C(\C)c1ccc(C)c(C)c1	-0.7%	42%	10%	17%	-6%	-6%	x	14%	26	-14%	-3%
Cc1c(NC(=S)N2CCN(c3cccc(Cl)c3)CC2)c(=O)n(-c2ccccc2)n1C	0.1%	-46%[inhibitor]	2%	-7%	5%	2%	-1%	-10%	-1	-2%	-13%
Cc1ccc(Cl)cc1NC(=O)c1cc(NC(=O)C2CCCCC2C(=O)O)ccc1N1CCOCC1 (centres undefined)	-0.7%	-5%	2%	-10%	-10%	0%	-12%	-5%	-3	-7%	-5%
Cc1ccc(S(=O)(=O)N(C(=O)c2ccncc2)c2ccc(OC(=O)c3ccncc3)cc2)cc1	-0.5%	-7%	-1%	2%	-6%	1%	7%	-6%	-2	-4%	-4%
CC(C)CC(NC(=O)C1CCC(C)CC1)C(=O)NCc1ccco1 (centres undefined)	0.1%	-14%	3%	0%	-5%	-5%	3%	1%	15	-3%	2%
CCNC(=O)C1CCCN1C(=O)C(CCCN=C(N)N)NC(=O)C(CC(C)C)NC(=O)C(Cc1cn(Cc2ccccc2)cn1)NC(=O)C(Cc1ccc(O)cc1)NC(=O)C(CO)NC(=O)C(Cc1c[nH]c2ccccc12)NC(=O)C(Cc1cnc[nH]1)NC(=O)C1CCC(=O)N1 (centres undefined)	-0.6%	x	-3%	5%	-8%	-2%	8%	-3%	3	-4%	5%
CCCn1c(N)cc(=O)n(C)c1=O	-0.1%	42%	-7%	4%	6%	-2%	1%	0%	-1	1%	1%
CCOC(=O)Cc1csc(NC(=O)Cc2ccccc2)n1	0.1%	u	36%	-1%	2%	0%	-1%	1%	2	-2%	-5%
N#Cc1ccc(C(=O)CSc2n[nH]c(=O)n2-c2cccnc2)cc1	0.1%	9%	3%	4%	7%	0%	4%	-4%	-4	-9%	28%
O=C(COC(=O)/C=C/c1ccc(Cl)cc1Cl)Nc1ccc2c(c1)OCCO2	-0.5%	16%	15%	11%	4%	1%	0%	7%	-3	4%	-4%
CCCCn1nnnc1SCC(=O)NC1CCCCC1	0.1%	-16%	2%	7%	-1%	-1%	7%	0%	-7	-2%	-8%
Clc1ccc(COc2ccccn2)c(Cl)c1	-0.1%	-8%[7.66 µM]	5%	0%	x	0%	2%	-1%	-1	-10%	13%
COc1ccc(C(=O)N/N=C/c2ccc(OC)c(COc3c(F)c(F)cc(F)c3F)c2)cc1	-0.2%	-15%	-44%	-1%	-5%	4%	-6%	-14%	0	-1%	-1%
O=c1[nH]c2ccccc2nc1-c1cccs1	-0.7%	18%	21%	22%	2%	2%	x	7%	4	-6%	5%
CC(C)(C)c1ccc(C(=O)Nc2cccc(C(=O)N3CCOCC3)c2)cc1	-0.8%	3%	u	2%	u	1%	0%	u	24	-6%	-3%
CN(CC(=O)Nc1ccccc1-c1ccccc1)Cc1ccccc1Cl	0.0%	3%	-86%	0%	2%	1%	0%	-9%	u	-2%	6%
CCCOc1ccccc1Cn1c(=O)oc2ccccc21	0.1%	9%	-14%	2%	3%	-2%	-3%	0%	6	-3%	-7%
COc1ccc(NC(=O)c2sc3nc(C)cc(C)c3c2N)c(OC)c1	x	-14%	25%	x	-56%	x	x	x	x	-3%	x
COc1ccc(NS(=O)(=O)c2cc3c(cc2C)N(C(C)=O)CCO3)cc1OC	-3.6%	22%	-19%	x	-4%	2%	0%	9%	2	0%	12%
Brc1ccc(OCc2ccccc2)c(CNCc2ccncc2)c1	-1.0%	-24%	-39%	-2%	x	-4%	-4%	-9%	u	-8%	-16%
Cc1cccc(Cn2cnc3c(sc4nc(C)cc(C)c43)c2=O)c1	-0.1%	3%	0%	-7%	2%	2%	-21%	2%	1	-3%	6%
Cc1ccc(NC(=O)CC2SCCNC2=O)cc1Cl (centres undefined)	0.1%	-13%	u	18%	-3%	3%	2%	u	1	0%	-17%
O=C(OCc1nc2ccccc2s1)[C@@H]1CCCN1S(=O)(=O)c1ccccc1F	-1.6%	x	x	22%	x	0%	x	12%	5	x	-1%
CC(=O)OCC1=C(C(=O)O)N2C(=O)C(NC(=O)c3ccc(F)cc3)C2SC1 (centres undefined)	-0.2%	-19%	1%	-3%	18%	-3%	-10%	3%	0	-4%	14%
Cc1c(C(=O)Nc2ccc(OCc3ccccc3)cc2)cccc1[N+](=O)[O-]	0.0%	-15%	1%	-5%	11%	-6%	-1%	5%	-8	x	3%
COc1ccccc1NC(=O)Nc1ccc(N2CCOCC2)cc1	-0.4%	-5%	7.1µM*	24%	-8%	-1%	-2%	u	9	-3%	0%
Cc1cccc(N=C(N2CCOCC2)P(=O)(N2CCOCC2)N2CCOCC2)c1	-0.3%	-19%	-1%	3%	x	-2%	0%	1%	0	-4%	9%
O=C(NNC(=O)c1ccccc1F)c1ccc2nc[nH]c2c1	0.3%	13%	u	11%	4%	-1%	4%	u	0	-5%	-8%

Compound activity deposited in PubChem BioAssay by National Center for Advancing Translational Sciences (NCATS).
